Assay outcomes deposited in PubChem BioAssay by The Scripps Research Institute Molecular Screening Center.
M1 PAM parental: counter-screen for M1 PAMs: effect in parental CHO-K1 cells. ATP EC20, Fluo-8 calcium fluorescence; 0% at ATP EC20, 100% at ATP max. activation, % at 3 µM. 0.02% of 360,000 active;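 active means activation above the run cutoff, the mean activation of all test compounds plus 3 SD, cut at about 40% in these data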;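 further: peak over basal fluorescence ratio in a 140 s read after ATP addition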
CHRM1 PAM: positive allosteric modulators of human M1 muscarinic receptor; P11229; CHO-K1 hM1, Fluo-8 calcium fluorescence, ACh EC20; 0% = ACh EC20, 100% = maximal ACh; activation, % at 3 µM; 0.088% of 360,000 active; AID 588819; in the data active means activation above about 19%, passing the limit was not always enough
Target sequence (P11229 whole entry, looked up): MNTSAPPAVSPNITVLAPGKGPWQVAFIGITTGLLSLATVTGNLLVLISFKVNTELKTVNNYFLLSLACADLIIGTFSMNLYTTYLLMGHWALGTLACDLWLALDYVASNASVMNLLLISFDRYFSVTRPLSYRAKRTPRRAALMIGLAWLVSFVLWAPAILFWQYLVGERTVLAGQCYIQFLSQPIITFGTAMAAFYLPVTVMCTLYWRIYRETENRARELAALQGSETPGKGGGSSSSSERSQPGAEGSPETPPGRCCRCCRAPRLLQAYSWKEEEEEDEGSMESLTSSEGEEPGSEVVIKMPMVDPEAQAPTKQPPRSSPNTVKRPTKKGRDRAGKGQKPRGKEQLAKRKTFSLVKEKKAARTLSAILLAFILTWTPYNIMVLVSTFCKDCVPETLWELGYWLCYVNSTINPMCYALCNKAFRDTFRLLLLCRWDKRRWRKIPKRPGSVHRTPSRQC
M1 ag: agonists of human M1 muscarinic receptor; CHO-K1 hM1, Fluo-8 calcium fluorescence, agonist mode; 0% DMSO, 100% acetylcholine EC100; 0.33% of 360,000 active; AID 588814; activation, % at 3 µM;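 active means activation above the run's mean compound activation plus 3 SD, cut at about 16% in these data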;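 further: peak over basal fluorescence ratio within a 140 s kinetic read after compound addition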
CHO-K1 Ca antag: M1 antagonist counterscreen hit in parental CHO-K1 cells; ATP-induced calcium, Fluo-8 fluorescence; inhibition, % at 3 µM; 0.6% of 360,000 active; AID 602250;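 active means inhibition above a per-plate cutoff, the plate's mean sample inhibition plus 3 SD, cut at about 24% in these data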;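 further: 0% = DMSO plus EC80 ATP and 100% = DMSO alone without ATP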
TAAR1 ag: agonists of human TAAR1 | activation, % at 3 µM | 0.99% of 360,000 active | Q96RJ0 | CHO RD-HGA16 TAAR1, Fluo-8 calcium fluorescence; vehicle wells 0%, saturating PEA agonist 100%;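 active means activation above the mean activation of all test compounds in the run plus 3 SD, cut at about 38% in these data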
Target sequence (Q96RJ0 whole entry, looked up): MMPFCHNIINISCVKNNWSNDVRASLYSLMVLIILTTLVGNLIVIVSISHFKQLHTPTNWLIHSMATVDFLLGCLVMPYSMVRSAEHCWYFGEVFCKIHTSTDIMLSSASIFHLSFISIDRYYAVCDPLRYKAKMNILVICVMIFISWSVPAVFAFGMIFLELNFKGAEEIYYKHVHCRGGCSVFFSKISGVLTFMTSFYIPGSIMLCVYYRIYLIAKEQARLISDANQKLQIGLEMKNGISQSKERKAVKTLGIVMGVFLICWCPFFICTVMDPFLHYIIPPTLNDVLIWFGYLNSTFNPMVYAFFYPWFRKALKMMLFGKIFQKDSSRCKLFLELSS
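Assay system: CHO-derived RD-HGA16 cells with stable Gα16 and human TAAR1; timing: 17-24 h seeding, 75 min 37 °C dye, 30 min RT; read-out: % activation from peak over basal fluorescence ratio, DMSO-to-PEA scaled; measured by: kinetic Fluo-8 calcium fluorescence; benchmarks: low control DMSO, high control PEA (EC100); doses: 3 µM single concentration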
M1 antag: antagonists of human M1 muscarinic receptor; P11229; CHO-K1 hM1, Fluo-8 calcium fluorescence, ACh EC80 antagonist; inhibition, % at 3 µM; 1.3% of 360,000 active;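 active means percent inhibition above its own plate's cutoff, namely the mean of that plate's compound wells plus 3 SD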;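 further: peak over basal fluorescence ratio during 140 s after agonist addition; 0% = ACh EC80 plus DMSO and 100% = DMSO alone without agonist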
TAAR1 antag: antagonists of human TAAR1 | CHO RD-HGA16 TAAR1, Fluo-8 calcium fluorescence, antagonist | 1.5% of 360,000 active | inhibition, % at 3 µM | AID 624466;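 active means inhibition above a per-plate cutoff, the mean inhibition of test compounds on that plate plus 3 SD, cut at about 49% in these data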;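 further: 0% = DMSO plus EC80 beta-PEA response and 100% = DMSO alone without agonist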
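test system = CHO RD-HGA16 cells bearing hTAAR1 | replication = singlicate | controls = DMSO-only wells and EC80 β-PEA-stimulated wells | reagent = EC80 β-phenethylamine stimulus | read-out basis = percent inhibition of PEA-evoked calcium signal, max/basal emission ratio | schedule = seeding 17-24 h prior, 75-min 37 °C, 30-min RT dye loading | signal = kinetic Fluo-8 calcium fluorescence measurement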
M1 ag parental: counter-screen for M1 agonists: effect in parental CHO-K1 cells; Fluo-8 calcium fluorescence; scaled to maximal ATP response, vehicle zero; activation, % at 3 µM; 0.48% of 360,000 active; AID 602248; in the data active means activation above about 15%;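 further: untransfected CHO-K1 host cells lacking M1 receptor as counterscreen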
CHO parental Ca: counter-screen for OX1R antagonists: effect in parental CHO cells; inhibition, % at 5.6 µM; parental CHO-K1, ATP-induced calcium, Fluo-8 fluorescence; AID 463079; 0.63% of 330,000 active;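 active means inhibition above that plate's mean sample inhibition plus 3 SD, cut at about 26% in these data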;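 further: 0% = ATP-challenged DMSO wells and 100% = DMSO wells without ATP; some compounds past the cut are filed as inactive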
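Assay system – parental CHO cells · Reagent – ATP stimulus · Detection – intracellular calcium via Fluo-8 no-wash fluorescent dye · Evaluation – percent inhibition of ATP-evoked calcium rise, normalized to controls · Controls – ATP wells versus no-ATP DMSO wells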
Active calls of the source: *; . = not tested or not shown.

SMILES | M1 PAM parental | CHRM1 PAM | M1 ag | CHO-K1 Ca antag | TAAR1 ag | M1 antag | TAAR1 antag | M1 ag parental | CHO parental Ca
CCc1c(C)sc2nc(SCC(=O)Nc3cc(C)on3)n(CCOC)c(=O)c12 | 18 | 6 | -1 | -11 | 0 | -24 | -5 | 0.2 | -10
Cc1cc(/C=C(\C#N)c2nc3ccccc3[nH]2)c(C)n1C | 25 | 9 | -8 | -4 | 2 | -7 | -12 | 7.5 | -20
COc1ccc(CNc2ncccc2[N+](=O)[O-])cc1 | 8 | 8 | -6 | -12 | 4 | -7 | -30 | -0.3 | -7
CCOc1ccc(N2CC(C(=O)NCc3ccccn3)CC2=O)cc1 (stereo not given) | -9 | 14 | -3 | 4 | 0 | -15 | -11 | -1.2 | -3
c1coc(-c2nnc3n2C2(CCCC2)Cc2ccccc2-3)c1 | -4 | 9 | 2 | -4 | 0 | -8 | 18 | 0.8 | -4
O=C(Nc1cccc2ccccc12)c1cc2c(cc1Br)OCO2 | -2 | 6 | -11 | -4 | 2 | -5 | 8 | 0.5 | -14
Cc1cccc(NS(=O)(=O)c2ccc(C)c(C(=O)NC3CCN(Cc4ccccc4)CC3)c2)c1 | 9 | 0 | -6 | -2 | 5 | -1 | -11 | 0.6 | .
Cc1ccc(NS(=O)(=O)c2ccc(NC(=O)c3cccs3)cc2)c(C)c1 | 24 | 3 | -1 | -2 | 12 | 6 | 22 | 7.7 | -17
CCOc1ccc(S(=O)(=O)NC(Cc2cnc[nH]2)C(=O)O)cc1 (stereo not given) | -9 | 4 | 0 | -10 | 0 | -1 | -6 | 0.0 | -7
O=c1c2cc(NC(=S)N3CCCCC3)ccc2nc2n1CCCCC2 | 1 | -1 | -3 | 2 | 3 | 10 | -4 | 0.5 | -9
O=C(NN1C(=O)c2ccccc2NC1c1ccoc1)c1ccc([N+](=O)[O-])cc1 (stereo not given) | -10 | 9 | -2 | 9 | 17 | -2 | 2 | 0.0 | 4
CCOC(=O)Cc1csc(NS(=O)(=O)c2cccc([N+](=O)[O-])c2)n1 | 19 | 8 | -1 | -11 | 4 | -12 | -5 | 1.0 | -5
CN1CCN(CC(=O)NN2CC(=O)N(c3ccc(F)cc3)CC2=O)CC1 | 14 | 2 | -2 | -12 | 6 | -2 | -18 | 0.7 | -7
Cc1ccc(SCC(=O)OC(C)C(=O)N2CCc3ccccc32)cc1 (stereo not given) | -9 | 11 | 1 | 0 | -2 | -18 | -8 | -0.9 | -20
Nc1nc(NC(=O)c2ccc(F)cc2)ns1 | 13 | -1 | -2 | -15 | 0 | 4 | 15 | 0.3 | 11
Cc1ccc(-c2cc(C(=O)Nc3ccc(S(=O)(=O)N4CC(C)OC(C)C4)cc3)[nH]n2)c(O)c1 (stereo not given) | 15 | 6 | -2 | -7 | 0 | -10 | -1 | 1.8 | -25
COc1ccccc1OCc1nnc(SCC(=O)Nc2ccc(N3CCOCC3)cc2)n1C | -4 | 3 | -4 | -8 | -1 | 11 | 0 | 1.4 | 1
O=C(Nc1cc(F)cc(F)c1)c1ccc(NCCc2ccccc2)c([N+](=O)[O-])c1 | 12 | 6 | -3 | -3 | 4 | -7 | 12 | 0.4 | -20
CCC(C)(C)n1nnnc1C(C(C)C)N(Cc1ccco1)Cc1cc2cc3c(cc2[nH]c1=O)OCO3 (stereo not given) | 16 | -2 | -6 | -4 | 2 | 3 | -2 | 0.7 | -10
CCN(CC)c1ncnc2sc(C(=O)N3CCN(c4ccccc4)CC3)c(C)c12 | 16 | 2 | -4 | -11 | 3 | -4 | 1 | 1.4 | -10
O=C(CC1C(=O)NCCN1Cc1ccc(Cl)c(F)c1)NCCc1cccnc1 (stereo not given) | 13 | 18 | -2 | -4 | 1 | -25 | -19 | -0.2 | -16
Cc1cccn2c(=O)c(/C=C(\C#N)C(N)=O)c(N3CCN(c4ccccc4)CC3)nc12 | 10 | -5 | -4 | -1 | 12 | 7 | 31 | 3.7 | .
O=C(OCc1ccc([N+](=O)[O-])cc1)C1CC(=O)N(c2ccccc2)C1 (stereo not given) | 22 | 9 | -10 | -20 | 0 | -10 | 12 | 1.6 | -10
O=[N+]([O-])c1ccc(N2CCOCC2)cc1SCc1ccco1 | -1 | 1 | -3 | -1 | -2 | -10 | 5 | -0.6 | -13
CC(C)Oc1ccc(CNC(=O)c2ccc3nc(N4CCOCC4)sc3c2)cc1 | 8 | 14 | -1 | -6 | 2 | -21 | -13 | 1.1 | -5
CCC(=O)Nc1cccc(-c2cn3ccccc3n2)c1 | 22 | 3 | 4 | -14 | 0 | -8 | -5 | 0.7 | -12
CCN(C(=O)Cc1ccccc1OC)c1nnc(-c2ccncc2)s1 | 15 | 4 | -4 | -23 | 5 | -11 | -21 | 1.4 | -19
CSc1ccccc1NC(=O)COC(=O)c1cnc(C)cn1 | 17 | 10 | -2 | -18 | 7 | -10 | -25 | -0.6 | -8
CSc1ccccc1NC(=S)N/N=C/c1cccn1Cc1cccc(C)c1 | 20 | 11 | -6 | -18 | 3 | -15 | -18 | 1.5 | -21
COc1ccc(/C=C\C(=O)Oc2cccc(/C=N/NC(=O)Cc3ccc(OC)c(OC)c3)c2)cc1 | 20 | 3 | -6 | -7 | 3 | -4 | 5 | 2.3 | -8

Reprinted from the part before: four compounds, then new ones.
SMILES | M1 PAM parental | CHRM1 PAM | M1 ag | CHO-K1 Ca antag | TAAR1 ag | M1 antag | TAAR1 antag | M1 ag parental | CHO parental Ca
CCN(C(=O)Cc1ccccc1OC)c1nnc(-c2ccncc2)s1 | 15 | 4 | -4 | -23 | 5 | -11 | -21 | 1.4 | -19
CSc1ccccc1NC(=O)COC(=O)c1cnc(C)cn1 | 17 | 10 | -2 | -18 | 7 | -10 | -25 | -0.6 | -8
CSc1ccccc1NC(=S)N/N=C/c1cccn1Cc1cccc(C)c1 | 20 | 11 | -6 | -18 | 3 | -15 | -18 | 1.5 | -21
COc1ccc(/C=C\C(=O)Oc2cccc(/C=N/NC(=O)Cc3ccc(OC)c(OC)c3)c2)cc1 | 20 | 3 | -6 | -7 | 3 | -4 | 5 | 2.3 | -8
NC(=O)COC(=O)C1CSC2(c3ccc(F)cc3)CCC(=O)N12 (stereo not given) | 10 | 9 | -1 | -22 | -1 | -6 | 2 | 0.8 | 5
CC(=O)NCCNC(=O)C1(C)Cc2c(-c3cccc(NC(C)=O)c3)ccnc2O1 (stereo not given) | 13 | 7 | -4 | -4 | 2 | -12 | -14 | 0.3 | .
CCC1CCC(C(=O)NC(CCSC)C(=O)NCCc2ccc(S(N)(=O)=O)cc2)CC1 (stereo not given) | -8 | 8 | 0 | 19 | 2 | 1 | -2 | -0.7 | -11
CCn1c(O)c(N=NC(=O)c2ccc(CSc3nncn3C)cc2)c2ccccc21 | 20 | -7 | -4 | -2 | 9 | 2 | 1 | 3.8 | -17
O=C(Nc1ccnn1C1CCN(C(=O)CCc2ccc(F)cc2)CC1)C1CCOC1 (stereo not given) | -8 | -4 | -2 | 0 | 1 | 13 | -9 | 0.3 | 0
CC1CCN(c2oc(-c3ccc(F)cc3)nc2C#N)CC1 | 10 | 5 | -7 | -16 | 2 | -10 | 16 | -0.8 | -9
COc1ccc(C(c2sc3nc(C)nn3c2O)N2CCC(C(N)=O)CC2)cc1OC (stereo not given) | 34 | 10 | -2 | -22 | 1 | -16 | -9 | 0.5 | 1
CC(C)C(=O)NC(Nc1cc(C(F)(F)F)ccc1Cl)C(Cl)(Cl)Cl (stereo not given) | 16 | -22 | -12 | -1 | 1 | 18 | 11 | 14 | -4
Cc1nnc(SCC(=O)N(C)c2ccccc2)n1Cc1ccccc1 | -10 | -1 | -13 | 15 | 6 | 1 | -1 | -0.7 | -8
CCOc1ccc(C(=O)CN2CCN(S(=O)(=O)c3ccc(Cl)cc3)CC2)cc1 | 9 | 1 | -5 | -12 | 4 | -2 | -14 | 0.0 | -10
COc1cccc(NC(=O)CSc2nc(O)c(C)c(=O)n2-c2ccc(C)cc2)c1 | -8 | 3 | 0 | -8 | 2 | -5 | -13 | -0.6 | 1
CC1CCCN(C(=O)COC(=O)c2cc([N+](=O)[O-])ccc2N2CCOCC2)C1 (stereo not given) | -7 | -6 | -3 | 1 | 3 | 5 | -12 | 0.6 | -19
Cc1onc(-c2c(F)cccc2Cl)c1C(=O)Nc1ccc(Cl)c(S(=O)(=O)N(C)C)c1 | 19 | -5 | -4 | -25 | 14 | 0 | 28 | 5.3 | -3
CC(C)c1ccccc1NC(=O)COC(=O)c1ccc(Cl)c(S(=O)(=O)N2CCCCCC2)c1 | -1 | -2 | -3 | -7 | 1 | -4 | -5 | 0.6 | 5
CC(=O)N1CCCC(C)(C(=O)Nc2cccc(OC(C)C)c2)C1 (stereo not given) | 15 | 4 | -1 | 3 | 2 | -11 | -5 | 0.0 | .
Cc1ccccc1-n1c(=O)n(CCc2ccccc2)c(=O)c2[nH]cnc21 | 6 | 5 | -2 | -12 | 2 | -12 | -11 | 1.3 | -17
O=c1oc2ccccc2c2c1ncn2-c1ccccc1 | 4 | 8 | -7 | -4 | 3 | -16 | 23 | -0.1 | -5
O=C(c1csc2c1CCCC2)N1CCCCC1 | 0 | 2 | -2 | 4 | 3 | -4 | 3 | -0.1 | 3
Cc1n[nH]c(=O)nc1NCc1ccc(Cl)cc1 | 10 | 7 | -5 | 7 | 4 | -7 | -1 | 0.6 | 3
C[C@@H]1CN([C@H](C)CO)S(=O)(=O)c2ccc(Br)cc2O[C@H]1CN(C)C(=O)C1CCCCC1 | -7 | -2 | -2 | 7 | 13 | 2 | 33 | 0.5 | .
Fc1ccc(-c2cn(-c3ccccc3)c3[n+]2CCS3)cc1 | 13 | -12 | -7 | -7 | 6 | 11 | -19 | 0.5 | -11
O=C(Cc1ccccc1)NNC(=O)c1cccs1 | 16 | 4 | -3 | -8 | 3 | -6 | 4 | 0.7 | -3
Cc1ccnc2nc(C(=O)OCC(=O)NCCc3ccc(Cl)cc3)nn12 | 13 | 11 | -4 | -6 | 7 | -13 | 4 | 0.9 | -11
Cc1ccc(S(=O)(=O)NCCCCCC(=O)Nc2nccs2)cc1 | 9 | 0 | 0 | 6 | 5 | 9 | 2 | 0.1 | -19
COc1ccc(C2=NC(C)(C)Cc3cc(OC)c(OC)cc32)cc1OC | 23 | 11 | -4 | -3 | 2 | -14 | -11 | 0.9 | -7
Cc1ccc(/C(N)=N/OC(=O)N2c3ccccc3Sc3ccccc32)cc1 | 9 | -10 | -5 | 12 | 1 | -4 | 9 | -0.1 | -24
C=CCS(=O)(=O)N1CCC(CCOc2ccccc2)(C(=O)OCC)CC1 | 12 | 5 | -3 | -13 | 0 | -8 | -11 | 2.1 | -10
